Screening results deposited in PubChem BioAssay by several laboratories.
S1P1 ag pot: activates or potentiates agonism at human S1P1 receptor; S1P1 CRE-bla cells, forskolin, beta-lactamase FRET, potentiator mode; S1P1 agonist co-added at EC20, 2 nM; 100% = saturating reference agonist, 0% = basal; activation, % at 9.5 µM; actives 0.57% (n = 56,000); AID 449;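 active = activation above a cutoff set at the mean activation of all tested compounds plus 3 SD, cut at about 54% in these data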;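 also: forskolin at 4 µM as EC80 and the EC20 agonist is SEW2871; 100% = SEW2871 at its EC100 plus forskolin at EC80; some compounds past the cut are filed as inactive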
Target sequence (P21453 whole entry, looked up): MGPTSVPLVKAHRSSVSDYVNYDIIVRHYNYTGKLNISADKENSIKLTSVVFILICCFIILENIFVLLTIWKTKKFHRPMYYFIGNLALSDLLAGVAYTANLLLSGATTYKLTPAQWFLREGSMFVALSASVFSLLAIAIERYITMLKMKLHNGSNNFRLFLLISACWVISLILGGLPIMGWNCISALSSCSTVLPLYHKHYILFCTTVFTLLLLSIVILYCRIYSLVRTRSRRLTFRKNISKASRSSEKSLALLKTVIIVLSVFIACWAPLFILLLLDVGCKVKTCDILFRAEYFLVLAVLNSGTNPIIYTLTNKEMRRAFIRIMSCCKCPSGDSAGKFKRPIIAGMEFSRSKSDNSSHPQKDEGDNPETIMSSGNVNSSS
AP ELISA ortho: alternative pathway complement inhibition, orthogonal assay. Human serum alternative complement pathway, LPS-coated ELISA, C3 deposition; tested in compound mixtures. inhibition, % at 5 µM. actives 0.08% (n = 62,000). AID 1235;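 active = inhibition above 30% in each of the two pooled mixtures holding the compound, so the lower value exceeds 30%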;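 also: 0% = serum in Mg-EGTA without compound and 100% = EDTA serum blank; some compounds past the cut are filed as inactive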
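Test system: human serum alternative complement pathway, C3 deposition on LPS-coated wells; also added: Plate-bound LPS; doses: 5 µM per compound in ten-compound mixtures; schedule: 1 h at 37 °C; detection: Anti-C3 ELISA, OD 450 nm; evaluation: percent inhibition of C3 deposition onto LPS; repeats: two pool placements per compound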
5HT1E antag: blocks the human 5-HT1E serotonin receptor; P28566; CHO 5-HT1E Ga15 NFAT-bla reporter, FRET, antagonist; inhibition, % at 6 µM; actives 0.99% (n = 65,000); AID 571;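 active = inhibition above a set limit, the mean inhibition across every tested compound plus 3 SD, cut at about 29% in these data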;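 also: signal is the 460 over 535 nm emission ratio of beta-lactamase substrate; 0% = agonist plus DMSO wells and 100% = wells without agonist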
HTR1E agonist: 5-HT1E (human) receptor agonism; actives 0.69% (n = 65,000); P28566; CHO 5-HT1E Ga15 NFAT-bla reporter, FRET; 0% DMSO wells, 100% control agonist wells; activation, % at 6 µM; AID 574;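 active = activation above a set limit, the screen-wide mean activation plus 3 SD, cut at about 8.5% in these data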;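 also: 100% = positive control agonist at 1 µM giving full maximal response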
5-HT1A blocker: 5-HT1a (human) receptor antagonism | CHO 5-HT1a Ga15 NFAT-bla reporter, antagonist mode | inhibition, % at 10 µM | actives 0.68% (n = 62,000);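 active = inhibition above the mean of all tested compounds plus 3 SD, cut at about 43% in these data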;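 also: receptor stimulated by 5-CT agonist at 100 nM near EC80; beta-lactamase reporter measured by ratiometric fluorescence of a cleavable substrate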
S1P3 agonist: activates the human S1P3 receptor; Q99500; S1P3 NFAT-BLA reporter cells, agonism, FRET ratio; relative to 1 µM S1P, basal subtracted; activation, % at 4.5 µM; actives 0.1% (n = 60,000);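 active = activation above the screen-wide mean plus 3 SD, cut at about 4.5% in these data, passing the limit was not always enough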; also: some compounds called inactive have numbers as strong as hits
Target sequence (Q99500 whole entry, looked up): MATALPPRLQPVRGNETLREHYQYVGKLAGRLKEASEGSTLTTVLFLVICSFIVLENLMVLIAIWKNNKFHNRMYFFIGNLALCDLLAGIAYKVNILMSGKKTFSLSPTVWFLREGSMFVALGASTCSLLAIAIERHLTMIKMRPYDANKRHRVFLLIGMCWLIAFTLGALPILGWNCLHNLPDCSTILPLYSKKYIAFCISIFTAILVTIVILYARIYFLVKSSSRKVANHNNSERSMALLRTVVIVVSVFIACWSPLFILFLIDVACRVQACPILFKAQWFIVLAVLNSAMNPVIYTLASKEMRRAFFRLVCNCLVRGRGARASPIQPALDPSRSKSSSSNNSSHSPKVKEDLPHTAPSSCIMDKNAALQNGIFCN
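Assay system: CHO cells stably expressing human S1P3, Gα16 and NFAT-β-lactamase reporter. Timing: overnight plating, 4 h compound 37 °C, 2 h substrate RT. Signal: β-lactamase FRET emission ratio 460/535 nm. Measure: percent activation versus median 1 µM S1P response, basal-subtracted, per plate. Repeats: primary screen single test, confirmation screen in triplicate.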
Ecoli tolC: E. coli tolC mutant growth inhibition; E. coli BW25113 tolC mutant growth, OD615; growth inhibition, % at 10 µM (by protocol); actives 2.2% (n = 65,000); AID 573;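 active = growth inhibition at or above a cutoff equal to the mean over every tested compound plus 3 SD, cut at about 60% in these data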;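 also: growth measured after 20 h incubation at 37 °C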
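Signal: optical density read at 615 nm; Assay system: E. coli ΔtolC::kan strain BW25113; Times: 20 h incubation with compound, 37 °C; Dosing: 10 µM final, single dose.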
SF-1 act: SF-1 (human) activation; Q13285; CHO-K1 Gal4-SF-1 LBD luciferase reporter; % increase over DMSO SF-1-specific signal; activation, % at 10 µM; actives 1.9% (n = 65,000);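 active = activation above the mean activation of all tested compounds plus 3 SD, cut at about 50% in these data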
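Compound – one dose, 10 µM compound, 1% DMSO · Test system – transient Gal4-SF-1 LBD reporter, CHO-K1 · Input – 4,000 cells in each well · Read-out basis – percent activation relative to DMSO median and mock-transfected background · Replicates – single measurement per compound · Technique – steady-glow luciferase luminescence, read after 15 min reagent incubation · Timing – 20 h compound treatment, 37 °C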
RORA act: activates the human nuclear receptor RORA | CHO-K1 Gal4-RORA LBD luciferase reporter, luminescence; percent increase over mock-subtracted basal signal | AID 560 | actives 1.5% (n = 65,000) | activation, % at 10 µM;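 active = activation above the mean of all tested compounds plus 3 SD, cut at about 49% in these data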;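 also: 0% = DMSO-treated RORA cells and 100% = added signal equal to DMSO minus mock-transfected cells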
* = called active by the depositor; / = not tested or not shown.

SMILES	S1P1 ag pot	AP ELISA ortho	5HT1E antag	HTR1E agonist	5-HT1A blocker	S1P3 agonist	Ecoli tolC	SF-1 act	RORA act
Cc1ccc(OCc2nc(C#N)c(N3CCN(Cc4ccccc4)CC3)o2)cc1	18	-36	9	-0.6	50*	-2.1	64*	11	20
CC(C)OCCCNC(=O)Cn1nc(-c2ccccc2)ccc1=O	8	18	-3	0.6	10	-1.4	4	0	-31
O=C(CCCc1ccccc1)NCCCN1CCOCC1	-28	7	10	0.4	-2	-1.3	-15	0	-4
COCCn1c(=S)[nH]c2cc(C(=O)N3CCN(c4ccccc4OC)CC3)ccc2c1=O	/	13	16	-1.2	-14	/	-9	-2	-10
C=C(C)COc1ccc(-c2[nH]ncc2-c2ccc(OC)c(OC)c2)c(O)c1	-14	8	37*	0.8	40	-1.2	91*	21	12
CCOCCCNC(=O)C1CCN(S(=O)(=O)c2c(C)noc2/C=C\c2ccc(OC)cc2)CC1	-12	3	11	0.0	3	-1.2	-9	-3	-15
Cc1ccc(S(=O)(=O)c2c(C)nn(C(C)(C)C)c2OC(=O)C(C)(C)C)cc1	-5	17	-10	0.1	-11	0.0	41	-15	-23
COc1ccc(Br)cc1C(=O)NCc1cccnc1	-16	0	-4	0.0	-1	0.5	-5	3	-2
O=C(Nc1cccnc1)C1CCCN1S(=O)(=O)c1ccc(Cl)c(Cl)c1 (centres undefined)	/	4	3	-0.3	5	-0.7	16	-10	3
O=C(NCc1ccco1)c1cnn2c1NC(c1ccccc1)CC2C(F)(F)F (centres undefined)	-2	/	-2	-0.1	/	-2.7	11	11	-17
CCn1nnnc1-c1ccc(OC)c(S(=O)(=O)NCCc2ccccc2)c1	16	21	-3	0.2	5	-1.4	-3	-11	-3
Cc1csc2ncc(C(=O)NCc3ccccn3)c(=O)n12	-19	15	-4	0.3	1	-0.1	-10	7	-16
O=C(N1CCOCC1)C12CC3CC(C1)CC(C(=O)N1CCOCC1)(C3)C2	-23	16	-17	-0.3	-11	0.8	-23	-11	10
Cc1cccc(-c2nnc3n2N=C(c2ccccc2)CS3)c1	-10	/	12	0.2	/	-1.7	10	-10	-16
CCOc1ccc(CCNC(=O)C2CCCN(c3nn4c(=O)cc(C)nc4s3)C2)cc1OCC (centres undefined)	4	12	1	-0.3	-3	-0.6	-7	-6	16

One compound at a time, as listed above. Order of screens: S1P1 ag pot, AP ELISA ortho, 5HT1E antag, HTR1E agonist, 5-HT1A blocker, S1P3 agonist, Ecoli tolC, SF-1 act, RORA act
Record of Cc1csc2ncc(C(=O)NCc3ccccn3)c(=O)n12 → -19, 15, -4, 0.3, 1, -0.1, -10, 7, -16
Record of Cc1ccc(S(=O)(=O)c2c(C)nn(C(C)(C)C)c2OC(=O)C(C)(C)C)cc1 → -5, 17, -10, 0.1, -11, 0.0, 41, -15, -23
Record of CCn1nnnc1-c1ccc(OC)c(S(=O)(=O)NCCc2ccccc2)c1 → 16, 21, -3, 0.2, 5, -1.4, -3, -11, -3
Record of O=C(CCCc1ccccc1)NCCCN1CCOCC1 → -28, 7, 10, 0.4, -2, -1.3, -15, 0, -4

Remaining list, next part
SMILES	S1P1 ag pot	AP ELISA ortho	5HT1E antag	HTR1E agonist	5-HT1A blocker	S1P3 agonist	Ecoli tolC	SF-1 act	RORA act
CCC(SC1=Nc2ccccc2C2=NC(CC(C)C)C(=O)N12)C(=O)Nc1ccc2c(c1)OCO2 (centres undefined)	-6	16	14	-0.1	4	-1.2	41	-6	6
O=C(Nc1c(C(=O)Nc2cccc(F)c2)oc2ccccc12)c1ccc2c(c1)OCO2	-52	1	0	-0.1	-3	-0.4	-11	10	-8
COc1cccc(NC(=O)CCP(C)(=O)O)c1	-14	14	1	0.8	-6	0.1	-17	2	7
CCOC(=O)c1cccc(NC(=O)c2cc3sccc3n2C)c1	24	5	3	-0.5	18	-0.4	73*	55*	36
Cc1ccnc(NC(=O)C2CCC(CNc3c(N4CCCC4)c(=O)c3=O)CC2)c1 (centres undefined)	-13	11	-1	-0.1	10	-1.1	-5	-19	2
COCCOC(=O)C(C#N)c1nc2ccccc2nc1N1CCCC1 (centres undefined)	10	9	3	0.3	-12	0.2	31	-19	20
O=C1C(=O)N(CCN2CCOCC2)C(c2ccccn2)/C1=C(/O)c1ccccc1 (centres undefined)	12	/	2	-0.1	/	-2.1	9	8	38
CC(=O)Nc1ccc(S(=O)(=O)NC(CC(=O)NC2CCCCC2C)C(C)C)cc1 (centres undefined)	-15	8	4	-0.1	-1	-1.0	-6	8	2
Cc1ccc(C)c(CN2C(=O)C3(OCCCO3)c3ccccc32)c1	-11	10	-2	-0.2	7	-0.8	33	-15	-5
CCN1CCc2c(sc3c2c(NCc2ccco2)nc2nnnn23)C1	-9	3	-2	1.1	0	-1.1	4	2	3
O=S(=O)(c1ccc(Br)s1)N1CCCCC1	/	20	3	0.4	-8	-0.6	23	-1	-23
CC(C)(C)OC(=O)N[C@@H](Cc1ccccc1)c1nnc(S(=O)(=O)Cc2cccc(F)c2)o1	70*	-3	46*	1.1	67*	-0.9	9	-24	16
Cc1nc(-c2cccc(N)c2)cs1	3	20	5	-0.4	-5	0.3	-14	8	-6
CC(=O)c1sc2ccccc2c1OC(=O)c1ccco1	/	-6	5	0.0	-5	0.2	2	-12	-13
O=C(Nc1ccc2c(c1)OCCO2)c1cccc(S(=O)(=O)N2CCOCC2)c1	-2	11	-5	0.4	5	-0.8	-6	12	28
CCN(CC)C(=O)Oc1ccc2c(=O)c(-c3ccccc3)coc2c1	92	12	1	0.1	5	-1.1	/	8	82*
CCC1CC(C)(C(=O)Nc2ccc(S(N)(=O)=O)cc2)OC1=O (centres undefined)	/	4	4	0.4	-2	-0.7	-14	2	1
CC1Cn2c(COc3ccccc3)nnc2S1 (centres undefined)	-6	9	-5	0.4	4	-1.2	-15	2	9
CCCn1c(=N)n(CC(O)COc2cccc(C)c2)c2ccccc21 (centres undefined)	-21	15	-9	-0.3	37	-0.9	26	2	-21
CCN(CC)S(=O)(=O)c1ccc2oc(SCc3ccc(F)cc3)nc2c1	10	9	2	-0.3	-6	-1.5	56	-17	-3
COC(=O)Cn1c(CCS(=O)(=O)c2ccc(C)cc2)nc2ccccc21	12	12	-14	-0.8	4	-0.5	-8	-1	-4
CC1(C)Cc2c(sc(/N=C/N3CCOCC3)c2C#N)C(C)(C)N1	5	14	7	0.1	9	-0.7	-11	-3	-16
O=C(NCc1ccc2c(c1)OCO2)C1CCC(CNc2c(N3CCCC3)c(=O)c2=O)CC1 (centres undefined)	-19	23	-7	0.6	-5	0.0	-11	4	2
CC(C)Sc1nc2c(c(=O)n1C)SC(C)C2 (centres undefined)	-12	26	0	1.3	-14	-0.7	12	12	12
O=C(C1CCN(S(=O)(=O)c2cccc3cccnc23)CC1)N1CCc2ccccc21	21	14	-7	0.2	-4	-0.6	14	19	17
COc1cc(C(N)=O)cc(Br)c1OC	12	11	10	-0.7	-1	-1.3	-8	3	-27
COC(=O)c1ccccc1NC(=O)C1COc2ccccc2O1 (centres undefined)	10	/	1	0.0	/	0.6	13	20	-21
COc1ccc(OCCCC(=O)Nc2nnc(C3CCCO3)s2)cc1 (centres undefined)	/	-4	-3	-0.9	-5	/	-4	1	-4
CCOC(=O)c1c(C)[nH]c(C)c1C(=O)CN1C(=O)NC(CC(C)C)C1=O (centres undefined)	7	-8	-4	1.1	-4	-0.4	-4	0	-26
c1ccc(-c2ccc(-n3ccnc3)cc2)cc1	14	14	8	-0.7	7	-0.3	12	13	27
c1cn(CCCNC2=NCCCCC2)cn1	2	25	1	-0.2	-6	-0.2	-4	6	-10
O=C(c1ccc(Cl)cc1)c1nnc(-c2ccncc2)o1	/	17	-5	-1.0	3	/	-4	23	-1
COCCn1c(SCC(=O)Nc2ccc3c(c2)OCCO3)nc2c(c1=O)SC(C)C2 (centres undefined)	11	-6	-2	-0.1	5	-0.8	2	43	25
CC1(C)Cc2cccc(OCC(=O)O)c2O1	/	-2	-4	-0.7	8	/	8	4	-13
COc1ccc(C2C(C(=O)Nc3ccccc3)=C(C)Nc3nc(CCCO)nn32)cc1 (centres undefined)	2	4	6	-1.6	-6	-1.1	-17	-1	3
CCn1c2ccccc2c2cc(NC(=O)COC(=O)C3CCC(=O)N3)ccc21 (centres undefined)	/	11	-8	1.8	-12	/	9	-16	-8
Cc1ccc(-c2nnn(CC(=O)N(Cc3ccccc3)C(C(=O)NC(C)(C)C)c3ccncc3)n2)o1 (centres undefined)	-25	7	-3	-0.2	3	-0.6	-13	-1	-18
CN1CCN(C(=O)c2cc3nc(-c4ccccc4)cc(C(F)(F)F)n3n2)CC1	/	9	-1	0.3	-4	-1.2	-3	-10	-9
CNC(=O)c1nnn(-c2ccccc2)c1C(=O)NC	-2	11	10	0.3	-1	-0.7	-18	8	-15
CCOC(=O)C1C(=O)CC(C)(O)C(C(=O)OCC)C1c1ccc(OCC)cc1 (centres undefined)	-12	13	3	-0.1	10	-1.9	-3	-14	-6
COc1ccc2ccccc2c1C1CC(=O)N2CN(C3CCCCC3)CSC2=C1C#N (centres undefined)	17	8	10	-0.1	13	0.3	-3	-2	-2
CCOC(=O)Cc1csc(NC(=O)CSc2ncnc3c2cnn3-c2ccc(OC)cc2)n1	11	-6	-10	1.7	4	-0.9	19	15	-6
O=C1c2ccccc2N(Cc2ccc(Cl)cc2)C2=NCCN12	-35	5	-10	0.3	7	0.8	-15	-13	-21
COc1ccc(Cc2n[nH]c(=O)c3ccccc23)cc1OC	-4	17	-1	-0.7	-1	-0.5	3	-10	-23
CN(C)c1nc(-c2ccccc2)c2cnn(Cc3ccccc3)c2n1	-24	7	-10	2.8	2	-1.3	37	-18	-12
C=CCOC(=O)c1sc(NC(=O)c2ccco2)nc1C	-8	9	6	-1.2	2	-0.5	17	93*	53*
CCCCOC(=O)C(C)c1c(C)[nH]c(=S)[nH]c1=O (centres undefined)	-2	/	-1	0.1	/	-4.4	3	5	-1
CCCOc1ccc(N2C(=O)CC(NCCCN3CCC(C(N)=O)CC3)C2=O)cc1 (centres undefined)	/	10	6	0.1	-13	-0.1	-17	5	2
Cc1nn(Cc2ccc(Cl)cc2)c(C)c1NC(=O)c1noc2c1CCCCC2	3	8	-1	0.1	-1	1.0	84*	-10	9

Rows were taken by chance; overall some 7.1% were active at least once.
